Bioassay records from PubChem BioAssay.
TcdB GH inh = TcdB glycohydrolase inhibition; TcdB glycohydrolase enzymatic assay, plate reader; P18177; 350,000 tested, 0.24% active; inhibition, % at 9.99 µM; AID 652162; in the data active = inhibition above about 10%
The depositor's hits bear a star; & = joins results of further samples. Some of the compounds tested (hit frequency here may not be typical).

SMILES	TcdB GH inh
OC[C@H]1Nc2ccc(C#Cc3ccc(F)cc3)cc2[C@@H]2[C@H]1CCN2Cc1ccc2c(c1)OCO2	-1.0
CCCNC(=O)N1CC2(CCN(CC3CC3)CC2)c2c([nH]c3cc(OC)ccc23)[C@H]1CO	0.6
O=S(=O)(N[C@@H]1CC[C@@H](CCn2cc(C3(O)CCCC3)nn2)O[C@H]1CO)c1ccc(Cl)cc1	-0.7
CCNC(=O)[C@H]1[C@H](CO)[C@H]2Cn3c(cccc3=O)[C@@H]1N2C(=O)c1ccc(F)cc1	-0.3
C[C@@H]1CN([C@@H](C)CO)C(=O)c2cc(NC(=O)CCC(F)(F)F)ccc2O[C@@H](C)CCCCO[C@@H]1CN(C)S(=O)(=O)c1ccccc1	-1.1
C[C@@H]1CN([C@@H](C)CO)C(=O)c2cc(NS(=O)(=O)c3cn(C)cn3)ccc2O[C@@H]1CN(C)C(=O)NC1CCCCC1	-2.7
C[C@@H]1CN([C@@H](C)CO)S(=O)(=O)c2ccc(-c3ccc(C(=O)N(C)C)cc3)cc2O[C@H]1CN(C)Cc1ccccc1C(=O)O	-1.0
COc1ccccc1NC(=O)N1C[C@H]2[C@@H](c3ccccc31)[C@H](CO)N2C(=O)C1CCCC1	1.3
COc1ccc(NC(=O)N(C)C[C@H]2Oc3ccc(NC(=O)Nc4ccc(F)cc4)cc3C(=O)N([C@H](C)CO)C[C@@H]2C)cc1	-1.0
COc1ccccc1NC(=O)N(C)C[C@H]1Oc2ncc(C#CC(C)C)cc2C(=O)N([C@@H](C)CO)C[C@@H]1C	1.2
O=C(NC1CCCC1)[C@H]1N[C@H]2c3ccc(-c4cccc(F)c4)c(=O)n3C[C@H]2[C@@H]1CO	0.1
CC(C)NC(=O)N(C)C[C@@H]1Oc2cc(-c3cccnc3)ccc2S(=O)(=O)N([C@@H](C)CO)C[C@H]1C	-0.2
CC=Cc1ccc2n(c1=O)C[C@@H]1[C@@H](CO)[C@H](C(=O)NCC(F)(F)F)N(CC)[C@H]21 (mixture of isomers)	-0.5
CO[C@@H]1CC[C@@H]2CCN(C)C(=O)CC3(CCCCC3)CN(C)C(=O)c3cccc(C#N)c3OC[C@@H]1O2	1.3
CC(C)NC(=O)N1CC2(C1)[C@H](c1ccccc1)[C@@H](CO)N2C(=O)C1CCCCC1	-0.8
C[C@@H]1CN([C@@H](C)CO)S(=O)(=O)c2ccc(C#Cc3cccnc3)cc2O[C@@H]1CN(C)C(=O)Nc1ccc2c(c1)OCO2	-9.1
C[C@H]1CN([C@@H](C)CO)C(=O)c2cc(NC(=O)Cc3ccccc3)ccc2O[C@@H]1CN(C)Cc1ccc(Cl)c(Cl)c1	-0.2
CN(C)CCCNC(=O)[C@H]1[C@H](CO)[C@H]2Cn3c(ccc(-c4ccccc4)c3=O)[C@H]2N1C	-0.2
C[C@@H]1CN([C@@H](C)CO)C(=O)c2cc(NC(=O)c3ccncc3)ccc2O[C@@H](C)CCCCO[C@H]1CN(C)Cc1ccc(C(=O)O)cc1	-0.6
C[C@@H]1CN([C@@H](C)CO)C(=O)c2cc(-c3cccnc3)cnc2O[C@H]1CN(C)C	-1.5
O=C(c1ccc(F)cc1)N1CC(=O)N2[C@H](CO)[C@H](c3ccc(-c4cccnc4)cc3)[C@H]2C1	0.9
C[C@@H]1CN([C@@H](C)CO)C(=O)Cc2cc(NS(C)(=O)=O)ccc2O[C@H]1CN(C)Cc1ccc(-c2ccccc2)cc1	0.6
COc1ccc(NC(=O)N(C)C[C@H]2Oc3c(NC(=O)NC4CCCCC4)cccc3C(=O)N([C@H](C)CO)C[C@H]2C)cc1	-2.2
COc1ccc(S(=O)(=O)Nc2ccc3c(c2)[C@@H]2C[C@@H](CC(=O)O)O[C@H](CO)[C@@H]2O3)cc1	-1.0
CC(C)C#Cc1cnc2c(c1)C(=O)N([C@H](C)CO)C[C@H](C)[C@H](CN(C)Cc1ccccc1F)O2	1.1
COc1ccc(NC(=O)Nc2ccc3c(c2)C(=O)N([C@@H](C)CO)C[C@@H](C)[C@@H](CN(C)C(=O)Nc2cccc4ccccc24)O3)cc1	-0.1
C[C@@H]1CN([C@@H](C)CO)C(=O)c2cccc(NC(=O)CCCCCC(=O)Nc3ccccc3N)c2O[C@@H]1CN(C)C(=O)NC1CCCCC1	0.5
O=C(C1CCC1)N1CC(=O)N2[C@H](C1)[C@@H](c1ccc(C#Cc3cccc(F)c3)cc1)[C@@H]2CO	0.7
CC(C)C#Cc1ccc([C@@H]2[C@@H](CO)N(C(=O)c3ccccn3)[C@H]2C#N)cc1	-1.9
C[C@@H]1CN([C@@H](C)CO)C(=O)c2cc(NC(=O)Cc3ccccc3)ccc2O[C@H]1CN(C)CC1CC1	-1.1
C[C@@H]1CN([C@H](C)CO)C(=O)Cc2cc(NS(=O)(=O)c3ccccc3)ccc2O[C@@H]1CN(C)C(=O)Nc1ccc(C(F)(F)F)cc1	-0.5
COc1ccc(C(=O)Nc2ccc3c(c2)OC[C@H](C)N(C(C)=O)C[C@@H](C)[C@H](OC)CN(C)C3=O)cc1	-0.5
C[C@H](CO)N1C[C@H](C)[C@H](CN(C)Cc2ccncc2)Oc2ccc(NC(=O)Nc3ccccc3)cc2C1=O	1.6
CCNC(=O)[C@@H]1N[C@@H]2c3ccc(-c4cccc(C(=O)N(C)C)c4)c(=O)n3C[C@@H]2[C@H]1CO	0.9
CCS(=O)(=O)N1CC(=O)N2[C@H](CO)[C@@H](c3ccc(-c4cccc(F)c4)cc3)[C@H]2C1	0.0
COc1ccc(NC(=O)Nc2ccc3c(c2)C(=O)N([C@H](C)CO)C[C@H](C)[C@H](CN(C)C(=O)Nc2ccccc2)OCCCC[C@H](C)O3)cc1	-1.3
COc1ccc(-c2ccc([C@@H]3[C@@H](CO)N4CCCCN(C(=O)NC(C)C)C[C@H]34)cc2)cc1	-1.0
CO[C@@H]1CN(C)C(=O)c2cc(NS(=O)(=O)c3cccc(F)c3)ccc2OC[C@@H](C)N(C(=O)Cc2cccnc2)C[C@H]1C	-3.6
COc1ccc2c3c(n(C)c2c1)[C@H](CO)N(C(=O)C1CCCCC1)CC31CN(C(=O)Nc2cccc(F)c2)C1	-1.8
C[C@@H]1CN([C@@H](C)CO)C(=O)c2cc(-c3cccc(F)c3)cnc2O[C@@H]1CN(C)C(=O)c1cnccn1	-1.8
O=C(Nc1cccc(F)c1)N1CCCCN2[C@H](CO)[C@H](c3ccc(-c4ccncc4)cc3)[C@@H]2C1	-0.4
COc1ccc2c3c(n(C)c2c1)[C@@H](CO)N(C(=O)c1ccccn1)CC31CN(C(=O)c2ccccn2)C1	0.4
COc1ccc(-c2ccc3n(c2=O)C[C@H]2[C@H](CO)[C@@H](C(=O)N(C)C)[C@@H]3N2Cc2cncnc2)cc1	0.9
C[C@@H]1CCCCO[C@@H](CN(C)Cc2ccc(Cl)c(Cl)c2)[C@H](C)CN([C@@H](C)CO)C(=O)c2cc(NC(=O)NC3CCCCC3)ccc2O1	-0.3
COc1ccc(NC(=O)Nc2ccc3c(c2)C(=O)N([C@@H](C)CO)C[C@H](C)[C@H](CN(C)C(=O)Nc2ccc(F)cc2)OCCCC[C@@H](C)O3)cc1	-2.8
C/C=C/c1cnc2c(c1)C(=O)N([C@H](C)CO)C[C@@H](C)[C@H](CN(C)C(=O)Nc1c(C)noc1C)O2	-1.6
COc1ccc(S(=O)(=O)N(C)C[C@H]2Oc3c(NC(=O)Nc4ccc(F)cc4)cccc3C(=O)N([C@@H](C)CO)C[C@@H]2C)cc1	1.1
C[C@@H]1CCCCO[C@H](CN(C)C(=O)CCCN(C)C)[C@H](C)CN([C@@H](C)CO)C(=O)c2cc(NC(=O)C3CCCCC3)ccc2O1	0.3
CO[C@@H]1CN(C)C(=O)c2ccc(NC(=O)c3ccc(F)cc3)cc2OC[C@@H](C)N(C)C[C@@H]1C	-0.2
O=C([C@H]1N[C@H]2c3ccc(C4=CCCC4)c(=O)n3C[C@H]2[C@@H]1CO)N1CCc2ccccc2C1	0.2
COc1ccccc1-c1ccc([C@@H]2[C@H](CO)N3CCCCN(Cc4ccncc4)C[C@@H]23)cc1	0.2
CO[C@@H]1CC[C@@H]2CCN(C)C(=O)[C@H](C)N(C)C(=O)c3cccc(C#N)c3OC[C@H]1O2	-0.2
O=C(NCC[C@H]1CC[C@H](NS(=O)(=O)Cc2ccccc2)[C@@H](CO)O1)C1CCOCC1	0.2
C[C@H]1CN([C@@H](C)CO)S(=O)(=O)c2ccc(C#CCC3CCCC3)cc2O[C@H]1CN(C)C(=O)CN(C)C	-0.7
COCc1cn(CC[C@@H]2CC[C@@H](NC(=O)Nc3c(C)noc3C)[C@H](CO)O2)nn1	-0.7
COCC(=O)N(C)C[C@H]1Oc2cc(C3=CCCCC3)ccc2S(=O)(=O)N([C@@H](C)CO)C[C@H]1C	0.8
N#C[C@H]1[C@H](c2ccc(-c3ccccc3F)cc2)[C@@H](CO)N1C(=O)Cc1ccccc1	0.1
OC[C@@H]1[C@@H](c2ccc(-c3cccnc3)cc2)[C@@H]2CN(Cc3ccccn3)CCCCN12	-0.7
COc1cccc(NC(=O)N[C@@H]2C=C[C@@H](CC(=O)N3CCOCC3)O[C@@H]2CO)c1	-0.9
C[C@H](CO)N1C[C@H](C)[C@H](CN(C)Cc2ccncc2)Oc2cc(-c3cccnc3)ccc2S1(=O)=O	-0.1

Arranged by length of the SMILES (descending): 13 of the compounds above.
SMILES	TcdB GH inh
COc1ccc(NC(=O)Nc2ccc3c(c2)C(=O)N([C@@H](C)CO)C[C@H](C)[C@H](CN(C)C(=O)Nc2ccc(F)cc2)OCCCC[C@@H](C)O3)cc1	-2.8
COc1ccc(NC(=O)Nc2ccc3c(c2)C(=O)N([C@H](C)CO)C[C@H](C)[C@H](CN(C)C(=O)Nc2ccccc2)OCCCC[C@H](C)O3)cc1	-1.3
COc1ccc(NC(=O)N(C)C[C@H]2Oc3ccc(NC(=O)Nc4ccc(F)cc4)cc3C(=O)N([C@H](C)CO)C[C@@H]2C)cc1	-1.0
C[C@H]1CN([C@@H](C)CO)C(=O)c2cc(NC(=O)Cc3ccccc3)ccc2O[C@@H]1CN(C)Cc1ccc(Cl)c(Cl)c1	-0.2
COc1ccc(NC(=O)N(C)C[C@H]2Oc3c(NC(=O)NC4CCCCC4)cccc3C(=O)N([C@H](C)CO)C[C@H]2C)cc1	-2.2
COc1ccc2c3c(n(C)c2c1)[C@H](CO)N(C(=O)C1CCCCC1)CC31CN(C(=O)Nc2cccc(F)c2)C1	-1.8
C[C@H](CO)N1C[C@H](C)[C@H](CN(C)Cc2ccncc2)Oc2ccc(NC(=O)Nc3ccccc3)cc2C1=O	1.6
C[C@@H]1CN([C@@H](C)CO)C(=O)c2cc(NC(=O)Cc3ccccc3)ccc2O[C@H]1CN(C)CC1CC1	-1.1
CC(C)C#Cc1cnc2c(c1)C(=O)N([C@H](C)CO)C[C@H](C)[C@H](CN(C)Cc1ccccc1F)O2	1.1
O=S(=O)(N[C@@H]1CC[C@@H](CCn2cc(C3(O)CCCC3)nn2)O[C@H]1CO)c1ccc(Cl)cc1	-0.7
CN(C)CCCNC(=O)[C@H]1[C@H](CO)[C@H]2Cn3c(ccc(-c4ccccc4)c3=O)[C@H]2N1C	-0.2
O=C(NCC[C@H]1CC[C@H](NS(=O)(=O)Cc2ccccc2)[C@@H](CO)O1)C1CCOCC1	0.2
CCCNC(=O)N1CC2(CCN(CC3CC3)CC2)c2c([nH]c3cc(OC)ccc23)[C@H]1CO	0.6

(list continues)
SMILES	TcdB GH inh
Cc1noc(C)c1NC(=O)Nc1cccc2c1O[C@@H](CN(C)CC1CCCCC1)[C@@H](C)CN([C@H](C)CO)C2=O	0.3
CO[C@H]1CN(C)C(=O)c2ccc(NC(=O)C3CCCC3)cc2OC[C@@H](C)N(CC2CC2)C[C@H]1C	-0.5
COc1ccc(NC(=O)N(C)C[C@H]2Oc3ccc(NC(=O)C4CCCCC4)cc3CC(=O)N([C@H](C)CO)C[C@H]2C)cc1	-0.7
COc1ccc(CN2C(=O)[C@@H]3[C@H]4C(=O)O[C@H](c5ccccc5)[C@@H](C)N(C)C(=O)CC/C=C/[C@H]4O[C@@]34C=CCN(Cc3ccccc3)C(=O)[C@@H]24)cc1	0.1&0.4
Cc1ccc(S(=O)(=O)Nc2ccc3c(c2)C(=O)N([C@@H](C)CO)C[C@H](C)[C@@H](CN(C)C(=O)C2CCCCC2)OCCCC[C@@H](C)O3)cc1	-0.2
C/C=C/c1ccc([C@H]2[C@@H](CO)N3CCCCN(C(=O)Nc4ccc(OC)cc4)C[C@@H]23)cc1	0.4
O=C(CC1CC1)Nc1ccc2c(c1)[C@@H]1C[C@H](CC(=O)N3CCc4ccccc4C3)O[C@@H](CO)[C@@H]1O2	-0.2
O=C(Cc1ccccc1)N1C[C@@H]2[C@H](c3ccccc31)[C@@H](CO)N2Cc1ccccc1	1.3
COc1ccccc1CNC(=O)C[C@H]1CC[C@@H]2[C@H](COC[C@H](O)CN2Cc2ccccc2)O1	0.4
C[C@H]1CN([C@@H](C)CO)C(=O)c2cc(C#Cc3ccccc3F)cnc2O[C@@H]1CN(C)C(=O)C1CCCCC1	-1.7
C[C@@H](NC(=O)C[C@H]1C[C@@H]2c3cc(NC(=O)NC4CCCC4)ccc3O[C@@H]2[C@@H](CO)O1)c1ccccc1	-0.9
CC(=O)N(C)C[C@H]1Oc2cc(-c3ccccc3)ccc2S(=O)(=O)N([C@@H](C)CO)C[C@H]1C	1.6
C[C@@H]1CN([C@H](C)CO)C(=O)c2cc(NC(=O)CCC(F)(F)F)ccc2O[C@@H](C)CCCCO[C@H]1CN(C)S(=O)(=O)c1ccccc1	-1.1
CO[C@H]1CN(C)C(=O)c2ccc(NC(=O)Nc3ccc(C(F)(F)F)cc3)cc2OC[C@H](C)NC[C@@H]1C	1.3
O=C(C[C@H]1CC[C@@H]2[C@H](COC[C@@H](O)CN2CCC(F)(F)F)O1)NCc1ccc2c(c1)OCO2	0.6
O=C(C[C@H]1C=C[C@@H](NC(=O)c2ccc(F)cc2)[C@H](CO)O1)NCc1ccncn1	-0.8
C[C@H]1CN([C@@H](C)CO)C(=O)c2ccccc2-c2ccccc2CO[C@H]1CN(C)C(=O)c1ccncc1	-0.4
O=C(NC1CCCCC1)N[C@H]1CC[C@@H](CCNS(=O)(=O)c2ccc(Cl)cc2)O[C@@H]1CO	-0.3
C[C@H]1CN([C@@H](C)CO)C(=O)c2cccc(NS(=O)(=O)c3cn(C)cn3)c2O[C@H]1CN(C)Cc1ccc(C(F)(F)F)cc1	0.8
CN1c2ccc(Br)cc2[C@H]2[C@H](CCN2C(=O)C2CCCC2)[C@@H]1CO	-2.2
